OXTR potentiator = human OXTR potentiation; AID 2445; 320,000 compounds, 0.061% hits; P30559; CHO-OTR cells, Fluo-8 calcium fluorescence, potentiator mode; 0% = oxytocin EC15, 100% = EC100; activation, % at 3 µM;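 active means activation above that plate's cutoff, the mean activation of tested compounds plus 3 SD, cut at about 6.6% in these data, passing the limit was not always enough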;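 further: 100% uses oxytocin at 75 nM as the full agonist control; some results filed as inactive read as strong as hits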
Target sequence (P30559 whole entry, looked up): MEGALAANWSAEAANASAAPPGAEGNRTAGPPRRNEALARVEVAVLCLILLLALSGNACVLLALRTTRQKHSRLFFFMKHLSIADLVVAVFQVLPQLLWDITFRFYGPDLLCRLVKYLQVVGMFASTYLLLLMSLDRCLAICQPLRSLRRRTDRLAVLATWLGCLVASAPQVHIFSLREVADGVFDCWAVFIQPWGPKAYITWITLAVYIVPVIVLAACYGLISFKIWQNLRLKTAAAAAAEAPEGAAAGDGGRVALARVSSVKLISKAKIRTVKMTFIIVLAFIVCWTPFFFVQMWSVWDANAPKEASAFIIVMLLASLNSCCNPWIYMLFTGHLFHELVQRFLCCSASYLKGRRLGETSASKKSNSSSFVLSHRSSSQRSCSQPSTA
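Replication – single well per compound, singlicate · Assay system – CHO cell line stably expressing human OTR · Timing – 6 min pre-incubation, 100 s read · Measure – normalized max/min fluorescence ratio, % activation · Doses – 3.0 µM, one dose · Detection – Fluo-8 calcium dye fluorescence · Probe or stimulus – oxytocin near EC15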
V1aR counter = counter-screen for oxytocin receptor agonists: human V1a receptor agonists; CHO-V1R cells, Fluo-8 calcium fluorescence, agonist mode; 0% DMSO, 100% 3 nM vasopressin; activation, % at 3 µM; 320,000 compounds, 0.25% hits; AID 2797;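 active means activation above the mean activation of all tested compounds plus 3 SD, per screening run, cut at about 20% in these data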;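 further: signal is peak over basal fluorescence ratio across a 100 second FLIPR read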
GPR7 antag = antagonists of human GPR7 (neuropeptides B/W receptor 1); inhibition, % at 4.4 µM; P48145; AID 1861; GPR7-expressing cells, fluorescence antagonist assay; 290,000 compounds, 1.1% hits; in the data active means inhibition above about 16%, passing the limit was not always enough;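 further: cells stimulated with the agonist NPW; 0% = agonist with vehicle and 100% = vehicle without agonist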
Target sequence (P48145 whole entry, looked up): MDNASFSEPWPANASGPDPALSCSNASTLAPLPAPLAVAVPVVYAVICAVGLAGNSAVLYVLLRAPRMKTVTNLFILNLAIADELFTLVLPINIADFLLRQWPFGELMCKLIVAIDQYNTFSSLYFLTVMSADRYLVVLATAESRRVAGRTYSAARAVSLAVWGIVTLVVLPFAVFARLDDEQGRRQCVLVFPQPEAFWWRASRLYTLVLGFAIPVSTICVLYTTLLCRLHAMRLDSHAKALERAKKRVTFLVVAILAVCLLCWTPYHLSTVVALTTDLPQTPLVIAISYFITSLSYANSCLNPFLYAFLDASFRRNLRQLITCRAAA
OXTR ag = activates the human oxytocin receptor; AID 2435; CHO-OTR cells, Fluo-8 calcium fluorescence; normalized: DMSO 0%, oxytocin 100%; activation, % at 3 µM; 320,000 compounds, 0.32% hits;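 active means activation above the mean of all tested compounds plus 3 SD, cutoff set per screening run, cut at about 20% in these data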;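 further: peak over basal fluorescence ratio from a 100 s FLIPR kinetic read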
TAAR1 antagonist = human TAAR1 antagonism. inhibition, % at 3 µM. 360,000 compounds, 1.5% hits. AID 624466. Q96RJ0. CHO RD-HGA16 TAAR1, Fluo-8 calcium fluorescence, antagonist;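 active means inhibition above a per-plate cutoff, the mean inhibition of test compounds on that plate plus 3 SD, cut at about 49% in these data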;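 further: 0% = DMSO plus EC80 beta-PEA response and 100% = DMSO alone without agonist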
Target sequence (Q96RJ0 whole entry, looked up): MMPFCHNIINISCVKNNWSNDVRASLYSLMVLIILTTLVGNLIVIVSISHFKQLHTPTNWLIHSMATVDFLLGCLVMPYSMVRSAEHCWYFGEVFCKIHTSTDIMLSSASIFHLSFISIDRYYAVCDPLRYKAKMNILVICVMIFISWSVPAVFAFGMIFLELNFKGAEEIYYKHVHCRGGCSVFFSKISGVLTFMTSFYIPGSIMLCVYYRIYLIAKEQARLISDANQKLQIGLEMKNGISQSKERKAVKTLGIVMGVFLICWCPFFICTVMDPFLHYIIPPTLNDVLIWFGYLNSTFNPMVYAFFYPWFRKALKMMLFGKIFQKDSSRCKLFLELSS
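Test system: RD-HGA16 CHO cells with stable hTAAR1 and Gα16 / Probe or stimulus: EC80 β-phenethylamine stimulus / Times: seeding 17-24 h prior, 75-min 37 °C, 30-min RT dye loading / Detection: Fluo-8 calcium-sensitive fluorescence / Read-out basis: % inhibition scaled between DMSO and EC80 PEA controls / Repeats: singlicate, one well per test compound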
CHO parental Ca = counter-screen for OX1R antagonists: effect in parental CHO cells; parental CHO-K1, ATP-induced calcium, Fluo-8 fluorescence; inhibition, % at 5.6 µM; 330,000 compounds, 0.63% hits; AID 463079;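 active means inhibition above that plate's mean sample inhibition plus 3 SD, cut at about 26% in these data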;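 further: 0% = ATP-challenged DMSO wells and 100% = DMSO wells without ATP; some compounds past the cut are filed as inactive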
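Test system: untransfected parental CHO cell line. Compound: one dose, 5.6 µM nominal. Detection: intracellular calcium via Fluo-8 no-wash fluorescent dye. Measure: % inhibition. Benchmarks: ATP-challenged DMSO wells low, unchallenged DMSO wells high.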
CHO-K1 Ca antag = counter-screen for M1 antagonists: effect in parental CHO-K1 cells. ATP-induced calcium, Fluo-8 fluorescence. inhibition, % at 3 µM. 360,000 compounds, 0.6% hits;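 active means inhibition above a per-plate cutoff, the plate's mean sample inhibition plus 3 SD, cut at about 24% in these data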;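 further: 0% = DMSO plus EC80 ATP and 100% = DMSO alone without ATP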
M1 PAM parental = M1 PAM counterscreen hit in parental CHO-K1 cells; ATP EC20, Fluo-8 calcium fluorescence; 0% at ATP EC20, 100% at ATP max; activation, % at 3 µM; 360,000 compounds, 0.02% hits;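 active means activation above the run cutoff, the mean activation of all test compounds plus 3 SD, cut at about 40% in these data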;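 further: peak over basal fluorescence ratio in a 140 s read after ATP addition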
M1 ag parental = counter-screen for M1 agonists: effect in parental CHO-K1 cells. activation, % at 3 µM. Fluo-8 calcium fluorescence; scaled to maximal ATP response, vehicle zero. 360,000 compounds, 0.48% hits. AID 602248; in the data active means activation above about 15%;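 further: untransfected CHO-K1 host cells lacking M1 receptor as counterscreen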
An asterisk follows results filed as active; . = not tested or not shown.

SMILES	OXTR potentiator	V1aR counter	GPR7 antag	OXTR ag	TAAR1 antagonist	CHO parental Ca	CHO-K1 Ca antag	M1 PAM parental	M1 ag parental
COc1ccc(OC)c(-c2nn(-c3ccccc3)cc2C(=O)NCC2CCCO2)c1 (stereo unspecified)	0	0.3	-14	-0.2	2	-12	-9	-20	-0.2
O=C(CSc1ncnc2c(-c3ccc(Cl)cc3)nsc12)c1ccccc1	5	0.4	-10	3.6	0	-8	-17	3	0.5
N#CC(C#N)=C1C(=O)N(CCN2CCCCC2)c2ccccc21	-3	-0.7	-1	0.5	-28	-23	-5	-14	0.2
COc1cccc(CNC(=O)C(Cc2ccccc2)n2cccc2)c1 (stereo unspecified)	-5	-1.1	-7	-0.1	-27	-5	-6	16	1.4
Cc1nc(N)c(C#N)c(-c2ccc3c(c2)OCO3)c1C	.	.	-15	.	-23	.	9	1	0.5
COC(=O)C1=C(C)N(Cc2cccnc2)C(=O)C1	-2	0.6	-9	0.3	-1	-7	-1	23	0.3
Cc1cc(C(=O)OCC(=O)Nc2cc(S(=O)(=O)N3CCOCC3)ccc2Cl)c(C)o1	-5	-0.6	-9	-1.6	-6	-15	-6	16	0.6
CCC(C)N=C1Sc2nc3ccc(C)cc3cc2CN1CCOC (stereo unspecified)	-6	-0.3	0	-1.6	-4	-11	-10	21	1.9
COc1cccc(NC(=O)CN(C)C(=O)c2oc3c(ccc4ccccc43)c2C)c1	-1	-0.4	.	0.1	26	-22	-7	3	-0.1
COc1ccc(N=C2C(=O)Nc3ccc(C)c(Br)c32)cc1	4	0.0	4	-0.9	9	-2	26*	-21	-0.7
CCS(=O)(=O)N1CCC(c2nc(-c3ccc(C)cc3)no2)CC1	-13	6.4	-9	6.7	-1	-10	-29	3	6.2
O=C(Nc1cccc2ccccc12)NC(Cc1ccccc1)C(=O)O (stereo unspecified)	-14	-0.1	-12	-0.6	-8	16	-5	13	0.2
O=C(Nc1ccc(OC(F)(F)F)cc1)c1cccc(-n2cnnn2)c1	.	.	.	.	-6	.	2	1	3.9
CN(c1ccccc1C(=O)NCC1CCCO1)S(C)(=O)=O (stereo unspecified)	-7	1.6	-9	0.3	8	4	2	9	0.6
CCOC(=O)c1c(CSC(=N)N)n(C)c2cc(Br)c(OC(C)=O)cc12	-9	-0.4	3	-0.6	-23	-20	-9	17	1.2

Profiles from above.
CCS(=O)(=O)N1CCC(c2nc(-c3ccc(C)cc3)no2)CC1 reads OXTR potentiator: -13; V1aR counter: 6.4; GPR7 antag: -9; OXTR ag: 6.7; TAAR1 antagonist: -1; CHO parental Ca: -10; CHO-K1 Ca antag: -29; M1 PAM parental: 3; M1 ag parental: 6.2
COc1ccc(N=C2C(=O)Nc3ccc(C)c(Br)c32)cc1 reads OXTR potentiator: 4; V1aR counter: 0.0; GPR7 antag: 4; OXTR ag: -0.9; TAAR1 antagonist: 9; CHO parental Ca: -2; CHO-K1 Ca antag: 26*; M1 PAM parental: -21; M1 ag parental: -0.7

New compounds follow
SMILES	OXTR potentiator	V1aR counter	GPR7 antag	OXTR ag	TAAR1 antagonist	CHO parental Ca	CHO-K1 Ca antag	M1 PAM parental	M1 ag parental
CCN(CC(=O)Nc1cccc(OC)c1)C(=O)c1cccc(S(=O)(=O)N2CCc3ccccc32)c1	-10	5.4	.	2.8	19	-14	-15	9	4.3
COc1ccc(-n2cnnc2SCC(=O)N(C)C2CCS(=O)(=O)C2)cc1 (stereo unspecified)	-6	1.3	1	-0.8	12	-1	0	-1	-0.1
COc1cccc2sc(=NC(=O)CCS(=O)(=O)c3ccc(C)cc3)n(C)c12	-7	0.6	.	0.2	-33	-11	1	4	0.6
CCCCN(C=O)c1c(CC)nc2ccc(C(=O)N(CC)CCN(C)C)cn12	.	.	.	.	-21	.	0	11	0.2
CCOc1ccc(CN2CCNC(=O)C2CC(=O)NCCCn2ccnc2)cc1 (stereo unspecified)	-9	0.7	-8	0.6	3	6	-3	6	-0.5
CCOc1ccc(S(=O)(=O)NCc2ccccc2OC)cc1	-30	4.3	17	3.0	-6	-7	-6	10	4.7
COc1ccc(/C(C)=N\Nc2nc(-c3ccc(Cl)cc3)cc(C(F)(F)F)n2)cc1OC	-3	-1.0	-17	-1.7	24	-38	-17	22	-1.2
CCOc1ccc(C(F)(F)F)cc1NC(=O)c1ccc(OC)c([N+](=O)[O-])c1	1	0.2	11	0.2	13	-10	-18	12	0.9
CN(Cc1nc2ccccc2c(=O)[nH]1)C(=O)c1cc(-c2ccc(Br)cc2)nc2ccccc12	.	.	.	.	50*	.	-7	-1	-0.2
COc1ccc(CCNC(=O)CCn2c(SCC#N)nc3ccccc3c2=O)cc1OC	-3	-1.3	-1	0.2	3	-10	7	-5	0.2
NC(=O)CSc1nnc(-c2cnccn2)n1Cc1ccco1	-3	-1.0	-4	1.3	-17	-3	-1	0	0.2
O=C(CSc1nc(Nc2ccccc2)nc(N2CCOCC2)n1)Nc1ccc([N+](=O)[O-])cc1	-3	3.9	-1	5.3	0	-23	-17	-1	-0.1
COc1ccc(Cl)cc1N(C(C)C(=O)O)S(C)(=O)=O (stereo unspecified)	1	0.3	-1	0.1	7	1	9	5	-0.3
COc1ccc(N2CCN(C(=O)CCC(=O)N3CC(C)Oc4ccc(C)cc43)CC2)cc1 (stereo unspecified)	2	-0.2	16	-1.6	-11	-14	4	0	0.9
COC(=O)c1cn(NC(=O)CC2CCCCC2)c(=O)c2ccccc12	-9	-1.4	-4	-3.0	-7	-25	-8	11	1.8
N#CCCSC(=S)C1CCCC1=N (stereo unspecified)	.	.	.	.	-12	.	-9	23	1.2
Brc1ccc2ncc3ccccc3c2c1	.	.	.	.	-21	.	-15	15	-0.1
COC(=O)c1ccc(C(=O)OC)c(NC(=O)CN(c2ccccc2)S(=O)(=O)N(C)C)c1	-10	0.0	-5	-1.9	-1	-17	4	13	0.6
COc1ccc(Nc2ncnc3scc(-c4ccc(OC)cc4)c23)cc1	-12	0.0	16	-2.5	26	-31	-3	18	0.5
O=C(NCCSc1ccccc1)c1cccnc1	-3	0.0	-14	-0.8	17	-12	-9	11	0.6
O=C(c1cccc(Cl)c1)c1nn(-c2ccccc2)c(=O)cc1C(F)(F)F	-12	-1.7	-16	-2.5	-5	-18	-23	21	0.1
CCOc1cc2[nH]c(=O)n(CCc3ccc(OC)c(OC)c3)c(=O)c2cc1OCC	-13	-0.1	-9	-0.4	-9	-27	9	-3	0.7
ClCC1CN(Cc2ccccc2Cl)CCO1 (stereo unspecified)	-14	0.2	-6	-0.9	-15	-9	5	-8	-0.7
NC(=O)C12C(=O)NC(=O)C1(C(=O)O)C21CCCC1 (stereo unspecified)	.	.	.	.	6	.	-4	8	0.6
Cc1ccccc1N=C1c2cc([N+](=O)[O-])ccc2-c2ncccc21	-4	-0.2	5	0.0	-2	-9	16	-6	0.0
Cn1ncc(Br)c1NC(=O)Nc1ccc(Cl)cc1	-19	4.3	-11	2.7	.	-10	-8	-3	4.7
CCOC(=O)C1=C(COC(=O)Cc2ccccc2)NC(=O)NC1C (stereo unspecified)	-1	1.7	-7	0.7	5	-15	0	10	2.6
Cc1cccc(C)c1-n1nnnc1-c1nc2cc3ccccc3cc2[nH]c1=O	.	.	.	.	12	.	3	2	4.1
O=C(c1cnc(-c2ccccc2)s1)c1ccc(Cl)cc1Cl	-16	1.5	0	-0.6	6	-18	-6	23	0.6
O=S(=O)(NC1CCCCC1Sc1ncccn1)c1ccccc1 (stereo unspecified)	-7	0.4	-9	0.1	-6	-21	-7	28	1.8
O=C(NNc1c2ccccc2nc2ccccc12)c1ccc(Cl)cc1	-19	0.6	-8	2.2	-17	-11	2	0	-0.1
CNC(=O)[C@@]1(Cc2ccccc2)C=C[C@@H](C)N1C(C)=O	-1	-0.3	.	-0.6	7	-8	-11	9	0.5
C/C(=N\NC(=S)Nc1c(C)cccc1C)c1cc2ccccc2o1	-11	-0.6	-9	-2.0	4	-2	-12	20	1.3
Cc1cc(OC(C)C(=O)N/N=C/CC(C)c2ccccc2)ccc1Cl (stereo unspecified)	-18	1.1	-11	-0.9	-13	-27	-14	18	0.7
CCc1nc(SCC(=O)NCc2ccco2)c2c3c(sc2n1)CCCC3	-3	-1.2	12	-2.0	-6	-11	0	-1	-0.2
CCN(CC)S(=O)(=O)c1ccc2c(c1)nc(-c1ccccn1)n2C	-6	1.7	-3	1.5	-7	-1	-11	1	0.6
Cc1cccc(N=Cc2ccccc2O)c1C	.	.	.	.	-17	.	-4	19	0.5
Cc1ccnc(Sc2ncccc2[N+](=O)[O-])n1	-1	0.3	0	-0.2	-17	9	-10	10	0.0
Cc1cc(C)n2nc(SCC(=O)N(C)Cc3ccccc3)nc2n1	0	0.2	2	2.2	-22	-4	-20	7	0.3
CCc1ccc(OCCOC(=O)Nc2ccccc2)cc1	-4	-0.2	-21	-1.4	2	-2	1	8	1.1
CCOC(=O)c1ccccc1NC(=O)c1cc2sccc2n1C	-2	-0.8	-10	-0.6	-11	-28	-3	6	-0.1
O=C(NNc1nc(N2CCOCC2)nc(N2CCOCC2)n1)Nc1ccc(Cl)cc1	4	0.3	-21	0.9	-3	-13	.	.	.
COc1cc(OC)cc(-c2noc([C@@H]3O[C@H](CO)[C@H](O)[C@H](O)[C@H]3O)n2)c1	.	.	.	.	-16	.	-1	14	1.1
Cc1cc(C)nc(N/N=C/c2ccco2)n1	-6	0.6	7	0.3	-11	4	-6	-3	-0.2
CC(C)(C)c1ccc(Oc2ccc(N)cn2)cc1	-2	5.4	-19	3.0	-2	17	10	7	6.4
CC1C(=O)NN=C1c1ccc([N+](=O)[O-])cc1 (stereo unspecified)	.	.	.	.	-17	.	-3	-17	0.1
COc1ccc(C(=O)NC(=S)N2CCN(C)CC2)cc1Br	-5	1.1	-6	0.4	-17	-12	-13	4	0.1
COC(=O)C1=C(C)NC2=C(C(=O)CC(C)(C)C2)C1c1cn(Cc2ccc(Br)cc2)nc1-c1ccccc1 (stereo unspecified)	-4	0.5	21	-0.4	.	-4	-14	21	0.5
CC(=O)c1cn(CC(=O)NCc2ccco2)c2ccccc12	-2	7.2	4	4.7	1	-8	3	7	1.2
CCOc1ccc(NC(=O)CC2C(=O)N(C)C(=S)N2Cc2ccco2)cc1 (stereo unspecified)	-1	2.2	-2	1.0	-1	-9	13	-2	0.2
CCc1ccc(CN2CCC(Oc3cc(C(=O)NC4CC4)ccc3OC)CC2)cc1	.	.	.	.	-3	.	13	-5	0.2

4 compounds from above, sorted by the value under GPR7 antag, smallest number first:
SMILES | GPR7 antag
COc1ccc(C(=O)NC(=S)N2CCN(C)CC2)cc1Br | -6
CCOc1ccc(NC(=O)CC2C(=O)N(C)C(=S)N2Cc2ccco2)cc1 (stereo unspecified) | -2
CC(=O)c1cn(CC(=O)NCc2ccco2)c2ccccc12 | 4
COC(=O)C1=C(C)NC2=C(C(=O)CC(C)(C)C2)C1c1cn(Cc2ccc(Br)cc2)nc1-c1ccccc1 (stereo unspecified) | 21
